pPAFAH inh: pPAFAH (human) enzyme inhibition; 1.5% of 330,000 active; Q13093; recombinant pPAFAH, FP-rhodamine probe fluorescence polarization; inhibition, % at 3.39 µM;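 active means inhibition above the mean inhibition across the screen plus 3 SD, cut at about 25% in these data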;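 further: inhibitors block binding of the rhodamine activity-based probe so polarization drops; 0% = enzyme with DMSO and 100% = wells lacking pPAFAH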
Fam108B counter: counter-screen for RBBP9 inhibitors: inhibitors of mouse Fam108B; AID 1947; recombinant Fam108B, FP-Rh probe fluorescence polarization; 0.33% of 300,000 active; inhibition, % at 9.51 µM;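 active means inhibition above the screen mean inhibition plus 3 SD, computed separately per campaign, cut at about 18% in these data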;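 further: inhibitors lower polarization as less probe binds the enzyme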
PAFAH1B2 inh: blocks human PAF acetylhydrolase 1b catalytic subunit 2; P68402; recombinant PAFAH1B2, FP-rhodamine activity probe, fluorescence polarization; inhibition, % at 3.39 µM; 1.2% of 340,000 active; AID 492953;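 active means inhibition above the mean of all tested compounds plus 3 SD, cut at about 24% in these data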;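 further: 0% = enzyme with DMSO and 100% = wells lacking PAFAH1B2; many of its hits are not listed in these tables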
MEX-5 binding: C. elegans MEX-5 TCR-2 RNA binding activity. Q9XUB2. MEX-5/FITC-TCR2 RNA binding, fluorescence polarization; hits give low values. activity score (negative = inhibition of binding), % at 10 µM. 0.38% of 300,000 active;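 active means inhibition past about -25% in most replicates, and total fluorescence under double the plate's negative control median, limit read from the data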;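 further: 0% = DMSO and -100% = 5 µM competing unlabeled TCR2 RNA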
Target sequence (Q9XUB2 whole entry, looked up): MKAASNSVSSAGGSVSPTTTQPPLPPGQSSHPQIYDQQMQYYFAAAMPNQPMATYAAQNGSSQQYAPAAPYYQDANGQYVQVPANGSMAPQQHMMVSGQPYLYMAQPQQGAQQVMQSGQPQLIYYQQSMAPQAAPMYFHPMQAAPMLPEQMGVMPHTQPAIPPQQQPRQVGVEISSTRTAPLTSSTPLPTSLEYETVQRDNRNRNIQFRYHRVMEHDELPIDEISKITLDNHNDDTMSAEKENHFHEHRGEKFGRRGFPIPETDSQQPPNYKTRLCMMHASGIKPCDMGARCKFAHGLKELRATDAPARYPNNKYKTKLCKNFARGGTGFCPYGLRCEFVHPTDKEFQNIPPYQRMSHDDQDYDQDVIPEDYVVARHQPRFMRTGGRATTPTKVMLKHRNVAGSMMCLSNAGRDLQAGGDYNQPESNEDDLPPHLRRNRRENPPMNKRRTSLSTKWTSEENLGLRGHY
MCL1 BIM primary: inhibitors of human MCL1 binding to BIM-BH3 peptide; AID 2057; inhibition, % at 10.9 µM; GST-MCL1 / FITC-Bim-BH3 fluorescence polarization; 0.68% of 320,000 active;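 active means inhibition above the mean inhibition of all tested compounds plus 3 SD, set per campaign, cut at about 40% in these data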;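 further: 0% = DMSO wells and 100% = unlabeled Bim-BH3 peptide control; higher means more loss of mP so more displacement of Bim peptide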
BCLXL inh: Bcl-xL (human) inhibition; GST-Bcl-xL / FITC-Bim BH3 peptide fluorescence polarization; inhibition, % at 10.9 µM; 0.7% of 320,000 active; Q07817;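 active means inhibition above the mean of all tested compounds plus 3 SD, cutoff set per campaign, cut at about 30% in these data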;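 further: 0% = DMSO wells and 100% = unlabeled Bim-BH3 peptide competitor; inhibitors lower millipolarization by displacing the labeled peptide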
Target sequence (Q07817 whole entry, looked up): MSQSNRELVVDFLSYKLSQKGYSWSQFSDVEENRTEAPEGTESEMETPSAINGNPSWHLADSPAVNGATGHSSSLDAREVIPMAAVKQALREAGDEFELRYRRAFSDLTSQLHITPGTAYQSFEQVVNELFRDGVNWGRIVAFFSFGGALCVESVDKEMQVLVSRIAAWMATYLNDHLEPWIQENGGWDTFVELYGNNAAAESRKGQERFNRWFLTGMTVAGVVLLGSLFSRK
GLD-1 RNA inh: GLD-1-TGE RNA interaction inhibition (C. elegans); purified GLD-1 + fluorescein TGE RNA, fluorescence polarization; inhibition, % at 5.96 µM; 0.44% of 320,000 active;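 active means percent inhibition above a per-plate cutoff, the plate mean of test compounds plus 3 SD, cut at about 30% in these data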;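 further: 0% = DMSO wells with GLD-1 and probe and 100% = wells lacking GLD-1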
AHR act: human AHR activation. P35869. AHR-responsive luciferase reporter cells, luminescence. activation, % at 5 µM. 2.5% of 320,000 active. AID 2796; in the data active means activation above about 47%;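 further: 0% = vehicle wells and 100% = reference agonist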
PME-1 primary: blocks human protein phosphatase methylesterase 1 | Q9Y570 | recombinant PME-1, FP-Rh probe fluorescence polarization | inhibition, % at 5.9 µM | 0.53% of 320,000 active;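 active means inhibition above the campaign mean of all compounds plus 3 SD, cut at about 26% in these data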;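 further: competitive labeling of PME-1 active site by serine hydrolase directed probe; 0% = PME-1 with DMSO and 100% = wells lacking PME-1 enzyme; inhibitors block probe labeling so polarization falls and inhibition rises; many of its hits are not listed in these tables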
Target sequence (Q9Y570 whole entry, looked up): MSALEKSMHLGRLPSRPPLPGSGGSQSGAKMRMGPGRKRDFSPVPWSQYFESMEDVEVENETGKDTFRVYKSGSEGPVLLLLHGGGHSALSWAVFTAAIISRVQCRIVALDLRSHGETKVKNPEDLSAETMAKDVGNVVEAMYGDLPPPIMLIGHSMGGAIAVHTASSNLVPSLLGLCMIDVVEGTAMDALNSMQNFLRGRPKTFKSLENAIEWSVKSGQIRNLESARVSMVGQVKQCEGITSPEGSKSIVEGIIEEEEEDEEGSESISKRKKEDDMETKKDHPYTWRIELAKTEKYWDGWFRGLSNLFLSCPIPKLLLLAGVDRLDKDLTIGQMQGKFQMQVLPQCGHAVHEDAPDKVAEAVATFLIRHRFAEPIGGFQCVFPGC
Starred values were filed as active, the others as inactive; / = not tested or not shown. Only part of the results is shown; count on the stated rates, not on these rows.

SMILES	pPAFAH inh	Fam108B counter	PAFAH1B2 inh	MEX-5 binding	MCL1 BIM primary	BCLXL inh	GLD-1 RNA inh	AHR act	PME-1 primary
COc1ccccc1NC(=O)CC1CCCC1	-2	-1	-2	0.0	0	2	10	-2	-11
Cn1c(=O)c2c(nc(NCc3ccco3)n2CC(O)CO)n(C)c1=O (stereo not given)	4	3	-3	0.9	3	4	4	6	5
COc1cc(-c2c(-c3cc(OC)c(OC)c(OC)c3)noc2C)ccc1F	4	-1	/	-1.5	-4	-2	7	10	2
COCCN(Cc1ccco1)C(=O)C1CCCN(c2ncnc3c2nc2n3CCCCC2)C1 (stereo not given)	-4	0	4	0.6	2	2	-1	8	-5
Cc1c(C)c2ccc(OCC(=O)N3CCN(c4ccc(F)cc4)CC3)c(C)c2oc1=O	4	0	-1	-0.7	1	-2	6	1	-3
CC(C)c1ccc(CN2CC(C(=O)Nc3ccccc3)CC2=O)cc1 (stereo not given)	0	2	22	-1.1	7	0	14	2	-7
O=C1Nc2ccc(Br)cc2/C1=C/C1CC=CCC1 (stereo not given)	17	18	7	-0.9	-3	3	8	16	1
CCN(CC)c1ccc(NC(=O)CSc2nnc(N)s2)cc1C	3	-1	7	/	-7	-3	1	2	0
COC(C(=O)Nc1ccc(Cl)cc1C)c1ccccc1 (stereo not given)	1	-3	1	-10	-24	-14	7	2	3
Cc1ccc(NC(=O)C(C)OC(=O)CSc2ccccc2)cc1 (stereo not given)	20	/	9	/	/	/	5	3	/
Cn1nc(-c2ccc(N3CCOCC3)c(NS(=O)(=O)c3ccc(Cl)cc3)c2)c2ccccc2c1=O	4	5	4	/	0	3	8	1	7
S=C(Nc1cc(Cl)cc(Cl)c1)N1CCCC1	-1	-2	-4	0.6	1	-1	0	7	-1
O=C(NCc1nnnn1-c1ccc(F)c(F)c1)c1ccc(S(=O)(=O)N2CCOCC2)cc1	2	0	4	-0.1	5	6	5	-2	3
Cc1cc(C)c2nc(SCC(=O)Nc3cc(C)on3)c(C#N)cc2c1	10	-8	-2	-4.4	-4	6	-9	7	0
Cc1ccc(S(=O)(=O)N(C)CCCC(=O)NC(C)(C)C)cc1	6	0	2	-1.8	0	1	-4	1	-5
COc1cccc(-c2nc(-c3ccccn3)no2)c1OC	5	2	6	-1.7	0	6	-4	7	4
CCN(CC(=O)NCc1ccc(Cl)cc1)C(=O)CSc1cc(C)ccc1C	11	2	10	-0.7	-8	-8	-3	2	4
C/C(=N\Nc1cc(-c2ccccc2)nc(-c2ccccc2)n1)c1ccc(O)c(C)c1	8	12	2	3.0	3	8	9	-1	2
COc1ccc(CNC(=O)CN(C(=O)CCC(=O)Nc2ccccn2)c2ccccc2OC)cc1	3	-2	0	-0.3	0	3	-1	0	-4
Cc1ccncc1C(N)=O	2	0	1	-0.9	5	2	0	-3	-2

Gathered by group: the compounds so far containing fluorine.
SMILES	pPAFAH inh	Fam108B counter	PAFAH1B2 inh	MEX-5 binding	MCL1 BIM primary	BCLXL inh	GLD-1 RNA inh	AHR act	PME-1 primary
COc1cc(-c2c(-c3cc(OC)c(OC)c(OC)c3)noc2C)ccc1F	4	-1	/	-1.5	-4	-2	7	10	2
Cc1c(C)c2ccc(OCC(=O)N3CCN(c4ccc(F)cc4)CC3)c(C)c2oc1=O	4	0	-1	-0.7	1	-2	6	1	-3
O=C(NCc1nnnn1-c1ccc(F)c(F)c1)c1ccc(S(=O)(=O)N2CCOCC2)cc1	2	0	4	-0.1	5	6	5	-2	3

(more compounds)
SMILES	pPAFAH inh	Fam108B counter	PAFAH1B2 inh	MEX-5 binding	MCL1 BIM primary	BCLXL inh	GLD-1 RNA inh	AHR act	PME-1 primary
CC(C)n1cc(/C=C2/SC(=O)N(CC(=O)Nc3ccc4c(c3)OCO4)C2=O)c2ccccc21	-2	-5	6	-2.3	-7	2	4	6	-2
COc1cccc(CN(C)C(=O)CN2C(=O)NC(c3ccccc3)(c3ccccc3)C2=O)c1OC	1	/	-2	/	1	4	6	2	2
O=C(CCc1nc(-c2ccccc2F)no1)NC1CCCCC1	2	2	1	0.2	7	5	3	-2	2
COc1cc(C(=O)NNC(=S)Nc2ccc(S(N)(=O)=O)cc2)cc(OC)c1OC	4	6	1	-4.6	3	1	0	0	-1
CCN(CC(=O)Nc1c(F)cccc1F)C(=O)CCCc1cccs1	-3	/	0	/	2	6	0	-1	-4
Cc1ccc2c(=O)cc(C(=O)NCc3ccccc3)oc2c1C	5	5	-1	0.8	3	-3	7	5	-1
Cn1c(=O)c2c(nc(SCCN3CCOCC3)n2Cc2ccc(F)cc2)n(C)c1=O	4	-1	2	-1.7	2	6	-5	4	-6
Cc1[nH]c2ccccc2c1C(=O)CSC(=S)N1CCCCC1	-5	-2	2	3.0	-5	2	6	33	9
Cc1ccccc1NC(=O)CN(c1ccc(F)cc1)S(C)(=O)=O	4	7	-1	-1.5	8	5	5	2	-3
O=c1cc(-c2ccccc2)n(S(=O)(=O)c2ccc3ccccc3c2)o1	1	0	6	-0.3	5	5	1	3	-4
Cc1ccc(S(=O)(=O)NCCC(=O)NC2CCCCC2C)cc1 (stereo not given)	-1	/	2	/	4	1	10	-2	-1
CCCCC/S(CC1CC1(Cl)Cl)=N\S(=O)(=O)c1ccc(C)cc1 (stereo not given)	2	2	6	-0.7	8	10	3	-1	3
CCC(=O)NC(Nc1ccccn1)(C(=O)OC)C(F)(F)F (stereo not given)	1	4	-6	1.1	1	4	-3	3	1
Cc1ccc(-c2sc(C(=O)NN)c(C)c2C#N)cc1	9	-7	7	-1.8	-1	-1	-2	17	4
C/C(=N\NC(=O)C(C)Sc1ccccc1)C(C)(C)C (stereo not given)	5	-1	6	2.3	6	-3	2	5	-2
CCS(=O)(=O)Nc1ccccc1C(N)=O	2	-3	7	0.7	0	5	-3	1	-2
C=C(C)C1Cc2c(C)nn(-c3nc(C)cc(C)n3)c2C1 (stereo not given)	5	-3	0	-0.4	7	5	8	25	5
COc1ccc(CCn2c(NN)nc3c2c(=O)[nH]c(=O)n3C)cc1	7	0	8	-1.3	-1	0	0	16	9
CN1CC[n+]2c(CN3C(=O)c4ccccc4C3=O)csc21	-2	3	1	0.1	-16	-8	-4	3	2
Cn1cccc1CC(=O)NNC(=S)Nc1ccccc1Cl	13	-2	1	-1.0	14	10	4	0	-4
CCOC(=O)c1c(N)nn(C(=O)c2ccccc2F)c1-c1ccc(OC)cc1	5	2	-1	0.0	-4	1	5	7	-2
O=C(COC(=O)CCc1nc2ccccc2c(=O)[nH]1)Nc1ccc(OC(F)(F)F)cc1	2	/	1	/	-4	-2	-3	2	0
Cc1ccc(C(=O)Nc2ccccc2C(=O)NC2CCCCC2)cc1S(=O)(=O)N1CCOCC1	-6	1	-3	0.8	5	0	4	-1	-9
CCCN1C(=O)SC(CC(=O)Nc2ccc(C)cc2)C1=O (stereo not given)	0	-1	4	0.4	15	13	1	3	-1
CC(C)(C)N(Cc1ccccc1)C(=O)COC(=O)C1CCN(c2ccc(C(F)(F)F)cn2)CC1	11	/	3	/	-21	-16	-3	1	0
O=C(Nc1c2c(nn1-c1ccc(F)cc1)CS(=O)C2)C12CC3CC(CC(C3)C1)C2 (stereo not given)	7	-7	9	4.9	10	7	3	-1	-1
CC(=O)c1c(C)[nH]c(C(=O)CN2CCN(S(=O)(=O)c3ccccc3F)CC2)c1C	3	/	3	/	/	/	3	9	/
COc1ccc(C2=CN3CCCCC3CC2=O)cc1OC (stereo not given)	-1	/	0	/	/	/	4	2	/
COc1cc(/C=C/CO)cc(OC)c1O[C@@H]1O[C@H](CO)[C@@H](O)[C@H](O)[C@H]1O	1	-2	-8	3.4	0	-2	0	4	4
c1ccc(-c2oc3ncnc(NCCCN4CCOCC4)c3c2-c2ccccc2)cc1	3	-2	-2	1.8	1	2	3	-4	3
O=C1N/C(=N\S(=O)(=O)c2ccccc2)S/C1=C\c1cc([N+](=O)[O-])ccc1O	41*	13	38*	1.8	-22	-6	-6	0	-8
Cc1ccc(NC(=O)c2cc(-c3ccc(F)cc3)on2)cc1C	1	3	1	1.0	-3	1	5	-4	2
CC(C)(C)C(=O)Nc1sc2c(c1C#N)CCC2	-3	3	6	-0.8	5	11	-3	2	-5
O=C(c1cccc(C(=O)N2CCN(Cc3ccccc3)CC2)c1)N1CCN(Cc2ccccc2)CC1	2	-3	4	2.0	4	6	5	-4	2
Cc1ccc(S(=O)(=O)N(C)CC(=O)OCC(=O)N2CCN(c3ccccc3)CC2)cc1	9	2	3	2.8	2	3	4	0	2
CCOC(=O)C1CCCN(C(=O)CCn2nc(-c3ccccc3)ccc2=O)C1 (stereo not given)	2	-3	0	1.4	0	0	0	6	0
COc1ccc(NS(=O)(=O)c2cccc(C(=O)NCC3(N(C)C)CCCCC3)c2)cc1	30*	0	-5	0.6	5	1	0	2	-4
COc1ccc(/C=N/NC(=O)CNS(=O)(=O)c2ccc(C)cc2)cc1	-1	3	4	2.4	2	6	-6	5	-2
CCNC(=O)c1ccccc1-c1nc(-c2ccccc2)no1	2	-1	9	-1.5	3	6	8	0	2
O=C(COC(=O)CSc1ccc([N+](=O)[O-])cc1)NCc1cccs1	13	1	9	-0.4	6	2	5	3	-5
CC12C(=O)N(n3cnnc3)C(=O)C1C1C=CC2C1 (stereo not given)	-10	0	-1	1.0	-2	-5	2	0	-3
COc1ccc(Nc2ncccc2C(=O)O)cc1	0	3	0	2.3	5	-1	12	8	5
COC(=O)c1ccc(N(C(=O)CNC(=O)c2ccco2)C(C(=O)NCC2CCCO2)c2ccc(OC)c(OC)c2)cc1 (stereo not given)	6	-3	6	-2.3	7	1	3	-2	-6
CCOC(=O)c1c(-c2ccc(OC)cc2)csc1NC(=O)C1CCCO1 (stereo not given)	9	2	2	1.1	4	9	6	-2	0
C/C(=N\NC(=O)CSCc1ccccc1Br)c1cccc([N+](=O)[O-])c1	-5	3	0	0.8	2	5	-3	-1	1
COc1ccc(NC(=O)C(C)N2C(=O)c3ccccc3S2(=O)=O)c(OC)c1 (stereo not given)	6	0	5	-0.7	5	7	4	-3	-2
COc1ccc(NC(=S)N2CCN(c3ncccn3)CC2)c(OC)c1	-2	0	-1	-2.9	9	4	5	-1	-4
COCc1cc(=O)[nH]c(/N=C(\N)Nc2cccc(C)c2)n1	2	-1	4	1.3	10	7	2	26	6
COC(=O)c1cccc(NC(=S)NC(C)C)c1	1	1	1	0.3	10	6	2	9	-2
COc1ccc(S(=O)(=O)CCC(=O)N(C)c2ccc(OC)cc2OC)cc1	1	-1	0	2.0	7	2	8	-2	4

(listing goes on)
SMILES	pPAFAH inh	Fam108B counter	PAFAH1B2 inh	MEX-5 binding	MCL1 BIM primary	BCLXL inh	GLD-1 RNA inh	AHR act	PME-1 primary
O=C(CN(C(=O)CCC(=O)Nc1ccccn1)c1ccc2c(c1)OCO2)NCc1ccc(F)cc1	8	4	4	-2.6	6	10	-2	3	6
CCN(CC)c1nc2ccccc2[nH]1	6	1	0	-3.3	4	2	-8	5	-4
CCc1ccc(NC(=O)C2CCCCC2C(=O)O)cc1 (stereo not given)	4	1	7	0.2	6	3	-2	-1	2
S=C(NN=C1C2CC3CC(C2)CC1C3)Nc1ccccc1	3	4	8	2.2	9	7	2	22	2
CCCn1c(SCCN2C(=O)c3ccccc3C2=O)n[nH]c1=O	-2	4	5	0.4	-2	-2	-2	-8	-1
CC(=O)Nc1nc2cc3c(cc2s1)OCO3	3	1	6	0.9	-1	1	0	54*	1
COc1ccc(C/C(C)=N\NC(=O)c2cn(C)c3ccccc23)cc1OC	-4	0	0	-0.6	5	-1	-4	7	-5
O=C(c1ccco1)N1C2C=CC(C2)C1(C(F)(F)F)C(F)(F)F (stereo not given)	-2	2	-2	1.2	0	-1	3	0	-5

Compound activity as filed in PubChem.
